# Source: PubChem
# EPAC2 agonist = activates human EPAC2 exchange factor | AID 720711 | hit rate 0.079% among 360,000 | Q8WZA2 | EPAC2 activation, biochemical qHTS; response scale: 100% = 6.5 mM cAMP response | Potency, µM (series often up to 154 µM), without a hit: at the highest dose activation, actives largely listed as activators; further: potency means the concentration at half of the fitted maximal effect; nearly all actives have a fitted effect of over 50% in size
# Target sequence (Q8WZA2 whole entry, looked up): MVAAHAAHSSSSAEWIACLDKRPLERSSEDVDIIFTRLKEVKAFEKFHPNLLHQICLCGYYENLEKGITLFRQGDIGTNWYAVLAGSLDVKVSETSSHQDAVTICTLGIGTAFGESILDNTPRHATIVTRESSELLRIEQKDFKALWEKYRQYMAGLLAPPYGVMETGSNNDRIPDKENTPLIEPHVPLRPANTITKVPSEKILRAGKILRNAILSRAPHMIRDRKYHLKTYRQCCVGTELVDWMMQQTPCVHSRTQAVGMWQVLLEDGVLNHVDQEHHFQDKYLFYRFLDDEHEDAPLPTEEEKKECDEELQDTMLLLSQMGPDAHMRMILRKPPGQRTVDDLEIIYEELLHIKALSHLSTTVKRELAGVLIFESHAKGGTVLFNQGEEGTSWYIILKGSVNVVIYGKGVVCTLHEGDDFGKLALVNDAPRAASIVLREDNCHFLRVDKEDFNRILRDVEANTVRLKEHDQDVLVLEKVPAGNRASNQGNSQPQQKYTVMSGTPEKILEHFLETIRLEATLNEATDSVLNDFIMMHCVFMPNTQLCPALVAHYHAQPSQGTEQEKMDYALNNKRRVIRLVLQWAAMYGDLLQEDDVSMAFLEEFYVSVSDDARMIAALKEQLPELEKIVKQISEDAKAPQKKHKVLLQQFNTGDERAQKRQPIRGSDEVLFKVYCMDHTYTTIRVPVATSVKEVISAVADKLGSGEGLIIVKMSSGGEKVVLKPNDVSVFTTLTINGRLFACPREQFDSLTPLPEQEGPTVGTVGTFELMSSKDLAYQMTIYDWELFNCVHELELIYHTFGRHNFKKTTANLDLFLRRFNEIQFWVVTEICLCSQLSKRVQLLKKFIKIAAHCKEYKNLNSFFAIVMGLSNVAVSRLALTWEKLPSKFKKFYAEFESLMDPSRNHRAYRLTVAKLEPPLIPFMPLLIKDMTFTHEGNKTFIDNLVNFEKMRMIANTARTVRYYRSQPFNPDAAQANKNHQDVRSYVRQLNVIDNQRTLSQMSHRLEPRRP
#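 Each well held 100 nM EPAC2, 250 nM RAP1B-BODIPY-GDP and 50 uM GDP. Fluorescence, read at 5-min intervals to 30 min, was referenced to a 6.5 mM cAMP positive control.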
# TGFb SMAD3 inh = TGF-b pathway inhibition; HepG2 CAGA-GFP TGF-b/SMAD3 reporter, GFP fluorescence, 18 h; TGF-beta stimulated, 500 pg/mL final; Potency, µM (highest dose often 46.1 µM), for inactives: top-dose activity, negative = inhibition, most hits filed as inhibitors; hit rate 1.2% among 410,000; further: potency means the concentration at half of the fitted maximal effect; on the % scale 0 is the no-effect control and ±100 the full control effect; nearly all actives have a fitted effect of over 65% in size
#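 Cell-based qHTS in HEPG2 carrying a CAGA-GFP Smad reporter; compounds added before 500 pg/mL final TGF-beta, 18 h incubation at 37 degrees C, GFP fluorescence quantified per cell by imaging cytometry.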
# CCT chaperon mod = changes cytosolic chaperonin activity; purified chaperonin ATPase assay, HTRF ADP detection, 30 min; activity change, % (concentration not given with the values), hits read low; hit rate 0.3% among 360,000; in the data active means activity change below about -30%; further: on the % scale 0 is the no-effect control and ±100 the full control effect
#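 TRiC (40 or 20 nM final, by batch activity) in 30 mM Tris pH 7.4, 100 mM KCl, 5 mM MgCl2, 1 mM DTT was treated with compound at 76 uM single dose, then 10 uM ATP, 30 min at 37 °C. ADP was read by HTRF Transcreener.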
# Nrf2 block = blocks Nrf2 signaling; A549 ARE-Fluc reporter, luciferase luminescence, 18-24 h; Potency, µM (highest dose often 46 µM), for inactives: at the highest dose activity change, negative = inhibition, hits mostly inhibitors; hit rate 2.1% among 360,000; further: potency means the concentration at half of the fitted maximal effect; on the % scale 0 is the no-effect control and ±100 the full control effect; nearly all actives have a fitted effect of over 60% in size
#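 Nrf2 activity is the BugLite luminescence, read 15 min after reagent at room temperature, following CellTiter-Fluor cytotoxicity readout (30 min, 37C). Compound titrations were applied for 18-24 h to 5000 A549 ARE_Fluc cells/well in 5% FBS OPTI-MEM.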
# A549 tox = counter-screen for Nrf2 inhibitors: cytotoxicity in A549 cells | Potency, µM (doses to about 46 µM), for the others: top-dose activity change, negative = cytotoxicity, most hits filed as inhibitors | A549 ARE-Fluc cells, CellTiter-Fluor viability, 18-24 h | hit rate 0.16% among 390,000 | AID 504648; further: potency means the concentration at half of the fitted maximal effect; on the % scale 0 is the no-effect control and ±100 the full control effect
#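 A549 ARE_Fluc cells in 5% FBS OPTI-MEM were exposed to compounds in concentration-response for 18-24 h at 37 deg C. Viability was read by CellTiter-Fluor fluorescence (Ex 405/Em 525) after 30 min, before the luciferase read.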
# Nrf2 ARE act = Nrf2 pathway activation; Potency, µM (highest dose often 46.1 µM), for the others: at the highest dose activation, hits mostly activators; AREc32 ARE-luciferase reporter (MCF7-derived line), luminescence, 24 h; AID 624171; hit rate 0.31% among 410,000; further: potency means the concentration at half of the fitted maximal effect; % of control where 0% means no effect; nearly all actives have a fitted effect of over 65% in size
#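 Nrf2 activation is followed as ARE-luciferase induction in the AREc32 line after one day of compound treatment; luminescence is read with Steady-Glo.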
# EPAC2 antagonist = EPAC2 (human) antagonism | Q8WZA2 | hit rate 0.18% among 360,000 | EPAC2 GEF exchange of Rap1B-BODIPY-GDP, fluorescence | Potency, µM (series often up to 114 µM), for inactives: at the highest dose activity, negative = inhibition, usual class: inhibitors | AID 720708; further: potency means the concentration at half of the fitted maximal effect; on the % scale 0 is the no-effect control and ±100 the full control effect; nearly all actives have a fitted effect of over 45% in size; many of its hits are not listed in these tables
# Akt phos inh = inhibitors of Akt phosphorylation | hit rate 0.32% among 360,000 | activity change, % for hits at 50 µM | AID 651550 | Neuro2A IGF-stimulated pAkt S473 HTRF, 20 min; stronger effect = lower value; in the data active means activity change below about -80%; inconclusive means mostly about -51% to -80%; further: on the % scale 0 is the no-effect control and ±100 the full control effect
#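 Single-point screen (50 µM final compound) in Neuro2A cells stimulated 20 min with 6 nM IGF at 37 deg C. After lysis, Ser473-phosphorylated Akt read by HTRF (ex 330 nm, em 615/665 nm) as the 665/615 ratio.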
# MmCpn inh = inhibitors of Methanococcus maripaludis chaperonin (MmCpn); purified Mm-Cpn ATPase, ADP Transcreener TR-FRET; Potency, µM (titrated, usually from 76.9 µM), without a hit: at the highest dose activity, negative = inhibition, actives largely listed as inhibitors; hit rate 0.031% among 330,000; AID 504842; further: potency means the concentration at half of the fitted maximal effect; on the % scale 0 is the no-effect control and ±100 the full control effect; nearly all actives have a fitted effect of over 80% in size
#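 Eu-cryptate anti-ADP/ADP-d2 competition gives a ratio inversely related to ADP. Enzyme at 25 nM was pre-exposed to compound for 10 min, then given 10 uM ATP for 30 min, 37°C throughout.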
# An asterisk follows results filed as active; i = inactive; ? = inconclusive; nt = no result given; & = joins results of further samples; [ ] = remark or other dose. Unless noted, the call rests on the fitted dose curve; in most records, active means well fitted curve in the direction sought with a large enough effect; inconclusive means small, poorly fitted or top-dose-only effect, or another doubt; inactive means no such curve, though single readings can be large; an effect the other way counts as inactive or inconclusive. This is a subset; count on the stated rates, not on these rows.
# Every second line gives: EPAC2 agonist | TGFb SMAD3 inh | CCT chaperon mod | Nrf2 block | A549 tox | Nrf2 ARE act | EPAC2 antagonist | Akt phos inh | MmCpn inh
COc1cc(/C(C)=N/NC(=O)c2cccc(S(=O)(=O)N3CCCC3)c2)cc(OC)c1OC
  2% | -5% | 1.5 | -3% | -6% | -0.1% | 14% | i | -2%
Cc1onc(-c2ccccc2Cl)c1C(=O)Nc1nc2ccc(S(C)(=O)=O)cc2s1
  6% | ? | 5.0 | -9% | 2% | 3.7% | -1% | i | -3%
O=C(N/N=C/c1ccc(F)cc1)c1ccc(OCc2ccccc2)cc1
  -3% | 13% | 2.7 | 20% | 5% | -1.0% | 0% | i | -2%
Cc1ccccc1-n1c(SCC(=O)NCC2CCCO2)nc2c([nH]c3ccccc32)c1=O (stereo not given)
  4% | 18% | 0.0 | -23% | -17% | -0.1% | -14% | i | -1%
Cc1cc(C)cc(NC(=O)CN2C(=O)c3ccccc3C2=O)c1
  -1% | 0% | -2.2 | 5% | 8% | 0.1% | 5% | i | -1%
COc1cc2[nH]c(=O)n(CCCC(=O)N3CCN(c4cccc(C(F)(F)F)c4)CC3)c(=O)c2cc1OC
  nt | -1% | nt | -5%[9.27 µM] | 2% | -0.5% | nt | nt | nt
CCCCC(CC)COC1(c2ccccc2)OC(=O)c2ccccc21 (stereo not given)
  18% | -18% | -3.8 | -17% | -3% | 0.4% | ? | i | -2%
CC1(C(=O)NS(=O)(=O)c2ccc(C#N)cc2)CCN1C(=O)c1ccccc1CCc1ccccc1 (stereo not given)
  1% | 3% | -0.2 | nt | nt | 0.6% | 10% | i | nt
CC1CCN(C(=O)CSc2nnc(-c3cccnc3)o2)CC1
  5% | 2% | -0.6 | -30% | -3% | -1.4% | -3% | i | 1%
CC(C)NC(=O)c1cc(-c2cccs2)nc2ccccc12
  3% | -10% | 0.2 | 6% | -3% | 0.8% | 4% | i | -2%
Cn1nnnc1SCC(=O)NNC(=O)c1ccc(F)cc1
  8% | -14% | -9.2 | 1% | -3% | 0.3% | -1% | i | 2%
Cc1ccc(Cl)cc1NC(=O)COC(=O)C12CC3CC(CC(C3)C1)C2
  3%&15% | -12%&-18% | 0.3&-0.2 | 3%&8% | 1%&-2% | 0.1%&-0.2% | -3%&-4% | i | -2%
Cc1cc(C(=O)CN2C(=O)CCC2=O)c(C)n1Cc1ccccc1
  5% | -3% | 1.0 | 5% | 1% | -0.4% | 16% | i | 1%
CN(Cc1ccccc1)C(=O)c1[nH]cnc1C(=O)Nc1nccs1
  -1% | 10% | -1.0 | 2% | 0% | -0.2% | 2% | i | 1%
COc1ccc(Cn2c(C(=O)O)c(CNCc3cccs3)c3ccc(C)cc32)cc1
  nt | ? | nt | -22% | ? | 5.8% | nt | nt | nt
CC(=O)Nc1ccc(S(=O)(=O)NCCC(=O)NCc2ccco2)cc1
  -4% | -18% | 0.9 | nt | nt | 0.4% | 9% | i | nt
O=C1COc2c1ccc(O)c2O
  9% | -4% | 0.3 | -2% | -15% | 4.7% | -4% | i | nt
COc1ccccc1-n1ccnc(SCC(=O)NCCc2ccccc2)c1=O
  6% | -12% | 1.5 | 17% | 2% | 0.2% | 12% | i | ?
CCc1cc(C(=O)N2CCCC(CNC(=O)c3ccc(-c4ccccc4)cc3)C2)no1 (stereo not given)
  -3% | -5% | 0.4 | 4% | -1% | 3.0% | -7% | i | -2%
CC(=O)Oc1ccccc1Cn1c(C)c(C(=O)NCc2ccccc2C(F)(F)F)sc1=O
  7% | ? | -0.7 | nt | nt | 0.9% | -2% | i | nt
COCCN(CC(=O)Nc1cc(Cl)ccc1-n1cncn1)Cc1nc2ccccc2c(=O)[nH]1
  6% | 5% | -0.8 | -20% | -1% | -0.2% | 1% | i | -3%
CC(=O)c1cccc(OCc2cc(C(=O)NCc3nc(C)c(C)s3)no2)c1
  -1% | -3% | 0.5 | ? | -2% | -0.4% | -2% | i | -14%
CCCc1[nH]n(-c2nc3ccccc3s2)c(=O)c1C=NCC1CCCO1 (stereo not given)
  6% | 0% | 0.3 | 12% | 0% | 0.0% | -7% | i | 2%
Cc1ccc(NC(=O)/C=C\C(=O)NCC(=O)O)cc1
  6% | -2% | -0.5 | 21% | -4% | -0.4% | 3% | i | -2%
COc1ccc2[nH]c(=O)c(CNc3cc(C)ccc3C)cc2c1
  8% | -3% | -2.9 | 18µM* | ? | 2.4% | -8% | i | 0%
CC1(c2ccc(OC(F)F)cc2)NC(=O)N(CC(=O)Nc2ccc3c(c2)OCO3)C1=O (stereo not given)
  8% | 33%[activator] | 0.9 | nt | 7% | 1.5% | 7% | i | 0%
Cn1c(=O)[nH]c2ncccc21
  12% | -1% | -1.5 | -6% | -1% | 0.2% | 3% | i | -2%
O=C(NCC1(N2CCCCC2)CCCCC1)C1CC(=O)N(c2ccc3c(c2)OCCO3)C1 (stereo not given)
  6% | -15% | -5.2 | 2% | -2% | -0.4% | 4% | i | -2%
Cc1cc(OCC(=O)NC(C)C)cc(C)c1Br
  18% | -14% | 0.0 | 0% | 3% | 2.2% | 9% | i | 1%
Cc1cc(NC(=O)COn2nnc3ccccc32)no1
  -4% | 12% | -0.2 | nt | 4% | -0.6% | -2% | i | 0%
COc1ccc(C(=O)Nc2nncs2)c(OC)c1
  12% | -15% | -0.4 | ? | -14% | -0.4% | -10% | i | 1%
CCc1ccccc1N(C(=O)Cn1nnc2ccccc21)C(C(=O)NCCOC)c1ccco1 (stereo not given)
  -11% | 12% | -1.8 | 8% | -2% | -1.0% | 7% | i | 2%
CC(c1ccccc1)N1CC(C(=O)Nc2ccc(F)cc2)CC1=O (stereo not given)
  16% | -2% | 1.0 | 14% | 0% | -0.4% | 11% | i | ?
Cc1cc(C)c2cc(C(=O)N3CCN(c4ncccc4C(F)(F)F)CC3)[nH]c2c1
  -5% | 0% | 1.0 | ? | -21% | 8.5% | ? | i | -12%
CCCCCc1nc2sc3c(c2c(=O)n1N)CCC3
  5% | 1% | -1.0 | -6% | -9% | 0.6% | 4% | i | 0%
OCCCc1nc2ccccc2n1Cc1ccccc1
  14% | 0% | 0.9 | -6% | 0% | -1.1% | -8% | i | 0%
COc1ccc(OC)c(NC(=O)CSc2nc3c(c(=O)n(C)c(=O)n3C)n2C)c1
  3% | 22% | 2.4 | 8% | -3% | -0.4% | 7% | i | -2%
O=C(NC1CCCc2c1cnn2-c1cc(F)cc(F)c1)c1ccccn1 (stereo not given)
  -3% | 0% | -1.1 | -8% | 1% | -0.1% | 3% | i | nt
Cc1ccc(-c2n[nH]c(=S)n2-c2ccccc2)cc1
  -8% | 7%&2% | -3.7 | 7% | -5% | 0.6% | 4% | i | -3%
COc1ccc2c(C)cc(SCC(=O)Nc3ccc(Cl)cn3)nc2c1
  1% | -7% | -2.4 | 5% | 2% | 5.7% | -1% | i | -13%
CCOC(=O)N1CCN(S(=O)(=O)c2ccc(C)cc2)CC1
  7% | ? | -2.6 | -11% | 2% | 0.0% | 13% | i | 0%
CCOC(=O)C1CCN(C(=O)c2ccc3c(SCC(=O)O)c4c(nc3c2)CCCC4)CC1
  10% | -4% | -2.5 | 7% | 2% | -0.9% | 0% | i | -9%
S=c1[nH]nc(-c2ccc3ccccc3n2)n1-c1ccc2c(c1)OCCO2
  12% | 4% | -0.3 | -1% | 1% | 0.3% | -2% | i | 0%
COCCn1nnnc1C(C(C)C)N(Cc1ccccc1)Cc1cc2cc(OC)ccc2[nH]c1=O (stereo not given)
  17% | ? | -3.8 | nt | ? | 2.0% | -11% | i | 0%
CCC(C(=O)OC)(C(=O)OC)c1ccc([N+](=O)[O-])cc1
  2% | 3% | 0.9 | -1% | 2% | 1.9% | -6% | i | 1%
COc1ccc(CN2CCC[C@]3(N[C@H](c4ccccc4)[C@@H]4C(=O)N(Cc5ccccc5)C(=O)[C@@H]43)C2=O)cc1
  ? | -6% | -0.8 | nt | nt | -0.7% | -10% | i | nt
CCNc1ccc(C(=O)NN=C2CCCC2)cc1[N+](=O)[O-]
  11% | 0% | -2.0 | -15% | -6% | -0.2% | -3% | i | -2%
Cc1ccc2c(c1)c1c(c(=O)n(-c3cccc(Cl)c3)c(=O)n1CC(=O)NCC1CCCO1)n2C (stereo not given)
  nt | -20% | nt | ? | -2% | -1.1% | nt | nt | nt
COc1ccccc1CNC(=O)CCc1c(C)c2cc3c(C)coc3cc2oc1=O
  nt | -12% | nt | 6% | 9% | 0.2% | nt | nt | nt
Cc1[nH]n(-c2ccccc2)c(=O)c1/C=N\NC(=O)C1COc2ccccc2O1 (stereo not given)
  -7% | 0% | 1.6 | 16µM* | -14% | 0.3% | -9% | i | 1%
COC(=O)Nc1nc2c(C)cccc2s1
  10% | 23% | 1.8 | 18% | -2% | ? | 19% | i | 1%
N#CCCN(C(=O)CSc1nc(-c2ccccc2)cn1N)c1ccc(F)cc1
  -5% | ? | -7.6 | -1% | -10% | 1.6% | 9% | i | 1%
CC1CCCCC1NC(=O)CN1C(=O)COc2ccccc21 (stereo not given)
  4% | -6% | -0.9 | -5% | 5% | -0.1% | 3% | i | 1%
COc1ccc(OCC(=O)Nc2ccc(-c3nc4cc(Cl)ccc4o3)cc2)cc1
  nt | 8% | nt | ? | 1% | 3.9% | nt | nt | nt
Cc1ccc2c(c1)-c1c(cnn1CC(=O)N1CCN(c3cccc(C(F)(F)F)c3)CC1)CO2
  nt | 3% | nt | ? | ? | 0.0% | nt | nt | nt
Cc1ccc(C)c(OCC(=O)Nc2ccc3c(c2)OCO3)c1C
  19% | -2% | -1.3 | 4% | -1% | -0.1% | -12% | i | 1%
